Source: PubChem BioAssay (National Center for Advancing Translational Sciences (NCATS))
TRHR agonist – TRH receptor (human) agonism. hit rate 0.18% among 360,000. activation, % at 2 µM. TRHR cells, calcium flux fluo-8, FDSS agonist mode. P34981; in the data active = activation above about 30%; note: 0% is about no effect
Target sequence (P34981 whole entry, looked up): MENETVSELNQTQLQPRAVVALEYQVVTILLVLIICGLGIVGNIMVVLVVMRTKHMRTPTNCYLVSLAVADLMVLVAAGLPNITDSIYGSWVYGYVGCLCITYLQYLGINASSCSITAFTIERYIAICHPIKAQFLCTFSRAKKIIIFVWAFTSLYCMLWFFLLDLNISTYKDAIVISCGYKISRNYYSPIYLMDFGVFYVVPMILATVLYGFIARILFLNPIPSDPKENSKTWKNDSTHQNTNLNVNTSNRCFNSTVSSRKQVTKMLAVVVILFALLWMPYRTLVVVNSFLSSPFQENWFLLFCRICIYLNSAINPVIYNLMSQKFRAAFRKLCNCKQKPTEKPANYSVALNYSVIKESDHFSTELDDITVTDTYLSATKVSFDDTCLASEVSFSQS
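TRHR-expressing cells loaded with fluo-8 calcium dye; 23 nL library compound pin-transferred, kinetic FDSS fluorescence (Ex 480/Em 530) recorded about 180 s for agonist-induced calcium release, before a 10 nM TRH EC20 addition for potentiator mode.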
mIDH1 inhibitor – blocks human mutant IDH1 R132H enzyme; O75874; IDH1-R132H enzyme, NADPH consumption, diaphorase/resazurin fluorescence; Potency, µM (titrated, usually from 76.6 µM), for inactives: at the highest dose activity change, negative = inhibition, hits mostly inhibitors; hit rate 0.093% among 390,000; note: potency is the fitted concentration of half-maximal effect; % is set by controls: 0 for no effect and ±100 for the full control effect; nearly all actives have a fitted effect of over 65% in size
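IDH1-R132H (0.5 ug/mL) preincubated 30 min with compound, then NADPH (0.016 mM) and alpha-KG (2 mM) added; 80 min at RT, pH 7.5. Remaining NADPH coupled via diaphorase/resazurin to fluorescence (540/590 nm); concentration-response curves normalized to no-enzyme control.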
Pin1 inhibitor – blocks the human prolyl isomerase Pin1 | Q13526 | Pin1 FP peptide displacement, HiFluor488, 10 min | Potency, µM (highest dose often 115 µM), for the others: at the top dose activity, negative = inhibition, actives largely listed as inhibitors | hit rate 0.009% among 390,000 | AID 504891; active = well fitted inhibition curve with a large enough effect in the polarisation, with a control signal flat, not every such curve was filed as active; inconclusive = small, poorly fitted or top-dose-only effect, or effect the other way, or a change in a side signal; inactive = no such curve, though single readings can be large or run the other way; the % refers to the polarisation; note: potency is the fitted concentration of half-maximal effect; % is set by controls: 0 for no effect and ±100 for the full control effect
D2 agonist – activates the human D2 dopamine receptor; hit rate 0.53% among 340,000; activation, % at 2 µM; AID 485358; P14416; HEK293 T-REx D2 cells, calcium flux agonist mode;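 active = activation over 3 SD above normal in the single-dose calcium agonist read, cut at about 30% in these data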; note: 0% is about no effect
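Tetracycline-induced HEK293 T-REx cells with force-coupled D2 receptor, plated overnight at 30 C, loaded with no-wash calcium dye. After a 10 s baseline, compound was pin-added and calcium flux read kinetically for 180 s; calcium rises flagged agonists.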
TrxR1 substrate – substrates of rat thioredoxin reductase 1. Potency, µM (titrated, usually from 114 µM), inactives show top-dose activity change, negative = substrate turnover. purified TrxR1 substrate turnover, NADPH consumption readout. AID 588456. hit rate 0.01% among 390,000; note: potency is the fitted concentration of half-maximal effect; % is set by controls: 0 for no effect and ±100 for the full control effect; nearly all actives have a fitted effect of over 50% in size
Target sequence (O89049 whole entry, looked up): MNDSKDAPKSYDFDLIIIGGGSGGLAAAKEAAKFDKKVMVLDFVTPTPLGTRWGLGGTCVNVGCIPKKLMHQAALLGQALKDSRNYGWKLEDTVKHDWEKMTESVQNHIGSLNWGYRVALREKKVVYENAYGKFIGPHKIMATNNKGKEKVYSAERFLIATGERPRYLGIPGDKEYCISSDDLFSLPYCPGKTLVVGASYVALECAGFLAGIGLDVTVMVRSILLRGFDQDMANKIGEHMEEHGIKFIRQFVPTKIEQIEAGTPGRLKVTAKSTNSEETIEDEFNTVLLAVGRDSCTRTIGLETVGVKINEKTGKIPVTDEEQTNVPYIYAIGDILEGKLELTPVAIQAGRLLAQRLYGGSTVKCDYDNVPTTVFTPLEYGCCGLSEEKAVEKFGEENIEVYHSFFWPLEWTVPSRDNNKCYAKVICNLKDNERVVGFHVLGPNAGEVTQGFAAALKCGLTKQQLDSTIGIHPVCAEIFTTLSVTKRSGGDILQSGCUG
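Rat TrxR1, dispensed at 90 nM, was prereduced with 400 uM NADPH (final) for 5 min at ~22 deg C, then incubated with compound 15 min before 400 uM selenite. A first-read NADPH fluorescence drop versus no-compound background flagged substrates.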
TRHR enhancer – allosteric enhancers of human TRH receptor | enhancement, % at 2 µM | P34981 | AID 493056 | TRHR cells, fluo-8 calcium fluorescence, EC20 TRH enhancement | hit rate 0.66% among 360,000; in the data active = enhancement above about 30%; note: 0% is about no effect
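Enhancer read-out: after compound pinning and an initial kinetic agonist-mode read, an EC20 of TRH (10 nM final) was injected and fluo-8 calcium signal (Ex 480/Em 530) followed at 1 s/cycle for 100 cycles in TRHR-expressing cells.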
D2 antag – antagonists of human D2 dopamine receptor; hit rate 2% among 340,000; inhibition, % at 10 µM; HEK293 TREx D2 cells, calcium flux, dopamine EC80; P14416; in the data active = inhibition above about 30%; note: 0% is about no effect
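Dopamine at EC80 is the agonist stimulus; test compounds precede it by 180 s. Calcium flux read kinetically in a force-coupled, inducible HEK293 T-REx D2 cell line.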
TrxR1 inh – blocks rat thioredoxin reductase 1; O89049; AID 588453; recombinant rTrxR1, NADPH fluorescence consumption, selenite substrate; hit rate 1% among 390,000; Potency, µM (doses to about 114 µM), for the others: at the top dose activity change, negative = inhibition, actives largely listed as inhibitors; note: potency is the fitted concentration of half-maximal effect; % is set by controls: 0 for no effect and ±100 for the full control effect; nearly all actives have a fitted effect of over 65% in size
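Rat TrxR1 (90 nM in the dispensed reagent) was pre-reduced with 400 uM NADPH for 5 min at room temperature, then incubated with compound for 15 min. After 400 uM selenite was added, NADPH fluorescence (Ex 340/Em 450 nm) was followed for 8 min.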
USP1-UAF1 inh – inhibitors of human USP1/UAF1 deubiquitinase | O94782 | recombinant USP1/UAF1, Ub-Rhodamine cleavage fluorescence | Potency, µM (titrated, usually from 57.1 µM), without a hit: at the highest dose activity change, negative = inhibition, usual class: inhibitors | hit rate 0.23% among 390,000 | AID 743255; note: potency is the fitted concentration of half-maximal effect; % is set by controls: 0 for no effect and ±100 for the full control effect; nearly all actives have a fitted effect of over 60% in size; inactives centre near -12
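USP1/UAF1 complex at 1 nM was preincubated with compound for 15 min at room temperature, then Ub-Rho substrate (150nM final) was added. Fluorescence (480/540 nm) was read kinetically, 6 reads every 60 seconds.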
* = called active by the depositor; u = inconclusive; x = not tested or not shown; [ ] = another dose, or the depositor's remark. Unless noted, calls come from the whole dose curve; as a rule, active = well fitted inhibition curve with a large enough effect; inconclusive = small, poorly fitted or top-dose-only effect; inactive = no such curve, though single readings can be large or run the other way.

SMILES	TRHR agonist	mIDH1 inhibitor	Pin1 inhibitor	D2 agonist	TrxR1 substrate	TRHR enhancer	D2 antag	TrxR1 inh	USP1-UAF1 inh
COC(=O)C1=NNC2(c3ccc(C)cc3)C(=O)N(c3cccc(C)c3C)C(=O)C12 (centres undefined)	0.5	3%	1%	1.6	-9%	-8	19	-8%	-6%
O=C(OCC(=O)N1CCOCC1)c1ccccc1OCc1ccc(Cl)cc1	x	4%	-1%	x	-1%	x	x	13%	-1%
CCC(=O)N1c2ccc(S(=O)(=O)CCC(=O)Nc3ccc(Br)c(C)c3)cc2CC1C (centres undefined)	-1.1	14%	-6%	0.2	-4%	-3	x	27%	-25%
Cc1ccc(-c2csc(N=C(N)N)n2)c(C)c1	-1.2	14%	-5%	-1.4	6%[57.1 µM]	26	29	22%[57.1 µM]	-3%
CN1CCCN(C(=O)CC2(CC(=O)O)CCCC2)CC1	-1.2	-6%	-9%	x	-2%[57.1 µM]	-1	x	3%[57.1 µM]	-13%
CC(=O)Nc1cccc(C(=O)OCC(=O)N(c2ccccc2)C2CCS(=O)(=O)C2)c1 (centres undefined)	-0.5	3%	5%	0.2	-8%[57.1 µM]	-9	-1	19%	0%
COc1ccc(N2CCN(CCNC(=O)c3ccc4c(c3)[nH]c(=S)n3c5ccccc5nc43)CC2)cc1	-1.2	-10%	-2%	-0.3	6%[57.1 µM]	15	8	15%[57.1 µM]	-10%
CCN1/C(=C/c2ccc3cc(C)ccc3[n+]2C)Sc2ccc3sccc3c21	2.4	-6%	11%	-0.4	-3%	2	-10	30%	-16%
Cc1nc2c(sc(=S)n2Cc2ccco2)c(=O)n1CC(=O)Nc1ccccc1	0.6	4%	45%[activator]	1.7	-9%	-3	-9	u	-13%
Cc1ccccc1Cn1c(=O)c2c(nc3n2CCN3Cc2ccco2)n(C)c1=O	x	5%	-3%	x	8%	x	x	20%	-25%
CCN(CC)S(=O)(=O)c1cc(NC(=O)CNc2cccc(S(=O)(=O)N3CCOCC3)c2)ccc1C	1.1	u	17%	-0.2	-3%	-11	-18	-6%	-16%
Cc1ccc(NC(=S)NCc2ccccc2Cl)c(C)c1	-0.2	1%	-1%	0.0	-11%	-12	4	-12%	-16%
O=C(CN1C(=O)c2cccnc2Sc2ccccc21)Nc1cc(F)ccc1F	-0.3	-8%	3%	1.0	8%[57.1 µM]	-7	x	25%[57.1 µM]	-14%
CN(C(=O)COC(=O)c1ccccc1SCC(=O)N1CCCC1)C1(C#N)CCCCC1	-1.0	10%	-6%	x	5%	-5	-49	24%	-24%
Cc1cccc(OCC(=O)N(Cc2ccco2)c2c(N)n(Cc3ccccc3)c(=O)[nH]c2=O)c1	-0.1	1%	-1%	-0.1	1%	17	5	-20%	-11%
CC(C)(CNCc1ccccc1)NS(=O)(=O)c1ccccc1	x	3%	u	x	1%	x	x	17%	-18%
CCCCOc1ccccc1Cn1c(=O)sc2ccccc21	-0.1	7%	7%	-0.4	7%	-1	x	33%	-19%
C=CCn1c(SC(C)C(=O)NCCC2=CCCCC2)nc2ccccc2c1=O (centres undefined)	-0.7	4%	3%	0.5	-3%	-11	9	1%	-23%
CCCCC(=O)Nc1ccc(C(=O)Nc2nnc(COC)s2)cc1	-0.1	8%	2%	0.8	-4%	-1	-1	-10%	11%
COc1ccc(/C=C/c2nc(C#N)c(N3CCC(C)CC3)o2)cc1OC	-1.1	22%	2%	0.3	27%	1	x	-34%	0%

Gathered by group, the compounds so far with an NH in an aromatic ring
SMILES	TRHR agonist	mIDH1 inhibitor	Pin1 inhibitor	D2 agonist	TrxR1 substrate	TRHR enhancer	D2 antag	TrxR1 inh	USP1-UAF1 inh
COc1ccc(N2CCN(CCNC(=O)c3ccc4c(c3)[nH]c(=S)n3c5ccccc5nc43)CC2)cc1	-1.2	-10%	-2%	-0.3	6%[57.1 µM]	15	8	15%[57.1 µM]	-10%
Cc1cccc(OCC(=O)N(Cc2ccco2)c2c(N)n(Cc3ccccc3)c(=O)[nH]c2=O)c1	-0.1	1%	-1%	-0.1	1%	17	5	-20%	-11%

Back to the main list with the 5 entries that preceded the break.
SMILES	TRHR agonist	mIDH1 inhibitor	Pin1 inhibitor	D2 agonist	TrxR1 substrate	TRHR enhancer	D2 antag	TrxR1 inh	USP1-UAF1 inh
CC(C)(CNCc1ccccc1)NS(=O)(=O)c1ccccc1	x	3%	u	x	1%	x	x	17%	-18%
CCCCOc1ccccc1Cn1c(=O)sc2ccccc21	-0.1	7%	7%	-0.4	7%	-1	x	33%	-19%
C=CCn1c(SC(C)C(=O)NCCC2=CCCCC2)nc2ccccc2c1=O (centres undefined)	-0.7	4%	3%	0.5	-3%	-11	9	1%	-23%
CCCCC(=O)Nc1ccc(C(=O)Nc2nnc(COC)s2)cc1	-0.1	8%	2%	0.8	-4%	-1	-1	-10%	11%
COc1ccc(/C=C/c2nc(C#N)c(N3CCC(C)CC3)o2)cc1OC	-1.1	22%	2%	0.3	27%	1	x	-34%	0%
COc1ccc(/C=C2/SC(=O)N(CCC(=O)Nc3ccc(S(=O)(=O)Nc4nccs4)cc3)C2=O)cc1	0.3	0%	48%[activator]	-1.6	-6%	23	11	-6%	-12%
O=C(O)C1=C[C@H](c2csc3ccccc23)C[C@H](OCc2ccc(CO)cc2)O1	-0.1	-2%	-1%	-0.2	3%[57.1 µM]	-2	0	9%[57.1 µM]	-32%
Cc1ccccc1NC(=O)c1cc[n+]([O-])cc1	0.1	-5%	-7%	-1.0	-4%[57.1 µM]	9	-15	-5%[57.1 µM]	-11%
O=C(CSc1nnc(Cn2nnc3ccccc32)o1)N(Cc1ccc(F)cc1)c1ccccc1	0.0	2%	2%	0.8	8%[57.1 µM]	-4	2	11%	-2%
CCc1ccc(N2CC(C(=O)N3CCCC3)CC2=O)cc1 (centres undefined)	0.2	-2%	3%	0.2	2%	-3	1	15%	10%
CCCN(CC1CC1)C(=O)CCc1nnc(C(OC)c2ccccc2)o1 (centres undefined)	0.2	2%	-5%	0.5	3%	-12	3	28%	-18%
COc1ccc(-n2c(-c3cccc(OC)c3)nc(=S)c3c2CCCC3)cc1	-0.3	2%	2%	0.6	3%	-1	13	u	-13%
O=C(CNCc1cccs1)Nc1ccc(OC(F)(F)F)cc1	-0.4	9%	0%	-0.8	-19%[57.1 µM]	6	4	18%[57.1 µM]	-18%
COc1cc(/C=N/N=C2/C(=O)Nc3ccccc32)ccc1O	0.6	5%	-3%	0.4	-9%	5	-5	3%	-23%
CCC1CCc2sc(C(=O)NCC(c3ccc(OC)cc3)N3CCCC3)cc2C1 (centres undefined)	0.0	0%	16%	x	4%	0	x	13%	-7%
Cc1c(-c2ccc(Cl)cc2)c(=O)oc2ccc(OC(=O)N3CCOCC3)cc12	0.0	-8%	-9%	0.6	2%[57.1 µM]	-2	x	4%[57.1 µM]	-19%
O=C(NN1CCOCC1)c1ccc(Cl)s1	1.1	-5%	1%	-0.1	7%[57.1 µM]	-8	-1	15%[57.1 µM]	-15%
COc1ccc(OC)c(NC(=O)c2ccc(OCC(=O)N3CCOCC3)c(OC)c2)c1	0.2	4%	1%	10.0	2%[57.1 µM]	6	-14	4%[57.1 µM]	-16%
COCCn1c(SCC(=O)N2CCCCC2)nc2c(c1=O)SCC2	0.1	-3%	1%	x	-5%	0	x	4%	0%
COc1ccccc1CNC(=O)C(=O)NCC(c1cccs1)S(=O)(=O)c1ccccc1 (centres undefined)	-0.7	11%	4%	-0.6	-2%[57.1 µM]	0	x	-1%[57.1 µM]	-15%
Cc1[nH]c2ccccc2c1/C=N/NC(=O)c1cccc(F)c1	-0.4	-15%	0%	-1.1	u	25	-12	2%	-2%
CCN1CCN(c2nc3ccccc3nc2C(C#N)S(=O)(=O)c2ccc(C)cc2)CC1 (centres undefined)	1.5	-8%	5%	0.1	-7%	5	8	-11%	-16%
O=C(CN1CCN(C(=O)C2CCN(C(=O)/C=C/c3ccccc3)CC2)CC1)Nc1ccc(F)cc1	x	1%	-5%	x	-3%	x	x	1%	-8%
CCN(c1ccccc1)S(=O)(=O)c1ccc(N)c(OC)c1	-0.3	2%	1%	0.3	0%	5	-2	1%	-19%
O=C(CCNC(=O)c1ccc([N+](=O)[O-])cc1)NNC(=O)c1ccccc1F	0.2	1%	0%	0.7	-1%	3	-18	14%	-8%
Cn1c(N)c(C(=O)COC(=O)CCc2ccccc2)c(=O)n(C)c1=O	-0.7	1%	2%	0.2	7%[57.1 µM]	-4	4	33%[57.1 µM]	-17%
O=C(Nc1nc2ccccc2n1CCN1CCCCC1)c1ccc(Cl)cc1	0.1	x	x	1.3	x	2	-6	x	x
OC(CN1CCCCC1)c1ccc(Br)cc1 (centres undefined)	x	-1%	3%	x	-5%[2.29 µM]	x	x	-2%[2.29 µM]	4%

Some of the compounds tested, so the mix of outcomes need not match the whole.
